Screening data from PubChem.
MC4R ag barr: activates human MC4R beta-arrestin recruitment; U2OS MC4R beta-arrestin complementation, luminescence; percent of melanotan II response, DMSO zero; activation, % at 8.9 µM; 360,000 compounds, 0.98% hits;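 active = activation above a per-plate cutoff, the mean activation of sample wells on that plate plus 3 SD, cut at about 8% in these data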
Target sequence (P32245 whole entry, looked up): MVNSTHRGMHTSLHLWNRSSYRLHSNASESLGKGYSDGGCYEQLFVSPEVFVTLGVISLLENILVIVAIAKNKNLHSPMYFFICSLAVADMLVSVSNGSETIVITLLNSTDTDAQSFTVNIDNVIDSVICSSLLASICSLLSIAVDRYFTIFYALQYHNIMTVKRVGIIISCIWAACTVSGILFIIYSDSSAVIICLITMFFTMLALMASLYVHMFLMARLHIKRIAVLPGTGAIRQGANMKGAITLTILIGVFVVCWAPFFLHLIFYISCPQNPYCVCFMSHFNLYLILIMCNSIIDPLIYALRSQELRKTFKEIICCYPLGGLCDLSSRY
N-glyco inh: N-linked glycosylation inhibition; D54 ERlucT glycosylation luciferase reporter, 24 h; percent of 100 nM tunicamycin response; reporter increase, % at 12.5 µM; 360,000 compounds, 0.23% hits;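 active = mean luciferase reporter signal, scaled so untreated is 0 and the glycosylation-blocking control 100, at or above a set limit in every replicate; inconclusive = mean reaches the limit but not every replicate does; inactive = mean below the limit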;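 note: luciferase carries N-glycosylation sites so blocking glycosylation raises the light; 0% = median of neutral control wells and 100% = median of 100 nM tunicamycin wells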
PDI turbidity: PDI (human) enzyme inhibition | P07237 | PDI insulin aggregation turbidity, A650, 90 min | inhibition, % at 10 µM | 350,000 compounds, 0.052% hits;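 active = mean inhibition across replicates of 30% or more, whatever share of single replicates reach that level; inconclusive = mean inhibition below 30% while every single replicate reaches 30%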;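 note: absorbance from insulin aggregation driven by PDI reduction with DTT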
Target sequence (P07237 whole entry, looked up): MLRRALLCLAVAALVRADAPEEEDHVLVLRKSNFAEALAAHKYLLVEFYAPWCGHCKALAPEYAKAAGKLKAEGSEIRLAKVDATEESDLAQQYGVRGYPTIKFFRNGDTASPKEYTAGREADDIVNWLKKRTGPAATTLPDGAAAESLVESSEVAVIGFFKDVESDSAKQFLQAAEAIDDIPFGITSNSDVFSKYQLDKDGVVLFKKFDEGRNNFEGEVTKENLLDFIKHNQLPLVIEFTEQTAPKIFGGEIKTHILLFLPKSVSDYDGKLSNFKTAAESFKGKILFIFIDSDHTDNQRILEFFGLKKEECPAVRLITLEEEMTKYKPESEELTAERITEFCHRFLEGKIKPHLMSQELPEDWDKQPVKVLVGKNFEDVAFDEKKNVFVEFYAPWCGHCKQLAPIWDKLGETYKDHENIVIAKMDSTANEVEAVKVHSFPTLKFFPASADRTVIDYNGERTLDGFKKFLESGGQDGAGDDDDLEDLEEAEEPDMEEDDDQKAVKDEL
H9c2 protect: modulators protecting cardiomyocytes from myocardial damage; H9c2 cardiomyocytes, H2O2 injury protection, ATPLite, 2 h; protection from H2O2 cell death, % at 20 µM; 360,000 compounds, 0.63% hits; AID 588492;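 active = compounds giving at least 50% protection of heart cells from peroxide-induced death in the single-dose screen, raw or plate-pattern-corrected value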;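 note: 0% = DMSO wells with peroxide and 100% = DMSO wells without peroxide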
ABCB6 inh MLPCN: inhibitors of human ABC transporter ABCB6 | AID 602162 | Q9NP58 | 360,000 compounds, 0.19% hits | K562-ABCB6 porphyrin accumulation, flow cytometry, 1 h; hits give low values | fluorescence ratio to DMSO, % at 10 µM;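 active = fluorescence ratio to DMSO below 75%, the collection mean minus 3 SD; inconclusive = too few cells collected in the well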;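 note: signal is porphyrin accumulated inside mitochondria; 100% equals median channel fluorescence of DMSO control wells; lower ratio means ABCB6 inhibition with less porphyrin fluorescence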
CaV13 FRET inh: Primary screen for inhibitors of IQ motif and Ca2+-dependent inactivation inhibitor domain binding in CACNA1D, Förster resonance energy transfer in living cells, …; HEK cells, CFP/YFP FRET ICDI-IQ, plate reader, 10 min; percent FRET-ratio fall versus neutral wells; inhibition, % at 12.3 µM; 340,000 compounds, 0.098% hits;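 active = mean replicate inhibition of at least 30% and at least 1% of replicates passing that level; inconclusive = only one of the two criteria is met; inactive = neither criterion is met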;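 note: 0% = median of the neutral control wells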
MC4R antagonist: human MC4R antagonism in cAMP assay | P32245 | MC4R-expressing cells, MTII-stimulated cAMP, LANCE TR-FRET | inhibition, % at 6.5 µM | 360,000 compounds, 0.48% hits | AID 540295;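 active = inhibition above its plate's cutoff, the mean of tested wells on that plate plus 3 SD, cut at about 29% in these data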;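 note: 0% = Melanotan II alone and 100% = Melanotan II plus saturating MCL0020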
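System: U2OS-MC4R stable cell line; Technique: Eu-cAMP/anti-cAMP TR-FRET, emission 671 nm; Repeats: single well per compound; Also added: Melanotan II; Dosing: one concentration, 6.5 µM nominal; Schedule: 30-min compound, 1-h challenge, 1-h detection, room temperature.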
ABHD5 PLIN5 PPI: blocks binding of human ABHD5 to perilipin-5 | 360,000 compounds, 0.78% hits | AID 602281 | Split G. princeps luciferase complementation, luminescence, 4 h | inhibition, % at 4 µM | Q00G26+Q8WTS1;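 active = inhibition above the mean inhibition across every tested compound plus 3 SD, cut at about 22% in these data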;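 note: 0% = DMSO only wells and the 100% control is not disclosed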
HTR2A ag: activates the mouse 5-HT2A serotonin receptor; activation, % at 7.6 µM; 360,000 compounds, 0.66% hits; P35363; AID 624169; CHO-K1 mHTR2A beta-arrestin complementation, luminescence; percent of 30 µM serotonin response;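 active = activation above a run cutoff, the mean activation of all tested compounds plus 3 SD, cut at about 14% in these data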;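 note: 0% = plate median of compound wells and 100% = 30 µM serotonin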
Granule exo inh: lytic granule exocytosis inhibition. TALL-104 LAMP-1 surface exposure, flow cytometry; cells stimulated with thapsigargin and PMA. inhibition, % at 10 µM. 360,000 compounds, 0.66% hits;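 active = inhibition above about 55%, limit read from the data; inconclusive = no clear call, values can overlap the other calls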
* marks the source's active call; other numbers are inactive results; ? = inconclusive; nt = not tested or not shown. This is a random part of the collection. About 4.2% of those tested had a hit in this group.

SMILES	MC4R ag barr	N-glyco inh	PDI turbidity	H9c2 protect	ABCB6 inh MLPCN	CaV13 FRET inh	MC4R antagonist	ABHD5 PLIN5 PPI	HTR2A ag	Granule exo inh
CC1CCN(CCCNC(=O)CCCNC(=O)Cn2cnc3sc4c(c3c2=O)CCCC4)CC1	2.1	-3	-1	4	101	-5	0	-1	1	-1
CCOC(=O)c1csc(-c2sccc2Br)n1	1.4	-9	4	-5	100	-5	17	7	8	1
Cc1cc(OCC(=O)N2CCc3ccccc3C2)c2c(-c3ccccc3)cc(=O)oc2c1	-0.3	-3	-1	-13	100	-6	-13	4	-3	20
O=C1C=CC(=O)c2c(O)c(N3CCN(CCOCCO)CC3)c(Br)c(O)c21	-5.2	-21	-31	-14	404	-3	-21	-2	-4	62*
O=C1COc2ccc(C(=O)COC(=O)c3ccccn3)cc2N1	-2.3	-1	-4	5	99	nt	11	13	-1	-3
CCCCn1c(=O)nc2n(-c3ccccc3)c3ccccc3cc-2c1=O	-1.9	2	8	6	103	10	9	5	5	3
Cc1cc(NC(=O)CSc2nnc(C(F)(F)F)n2C)no1	-0.9	3	8	2	99	-6	6	-9	3	2
Clc1ccc(-c2nc(C3CCCCC3)no2)cc1	-1.9	-3	2	-6	95	8	7	2	1	-3
CC(=O)C1CCC2C3CCC4=CC(=O)CCC4(C)C3(F)C(O)CC12C (centres undefined)	0.2	-1	0	3	95	-6	8	-7	-2	7
CC(=O)c1cccc(N2C(=NC(=O)C(C)C)SC3CS(=O)(=O)CC32)c1 (centres undefined)	-0.9	3	-5	-3	97	-4	11	3	4	1
COc1ccccc1C(=O)Nc1ccc(OCC(=O)N2CCCCC2C)cc1 (centres undefined)	-0.4	-1	6	-10	90	-5	-2	2	1	5
O=C(NCC1CCCO1)C1CCC(=O)N1CCc1ccccc1 (centres undefined)	-2.2	-2	8	-3	96	nt	3	0	2	1
O=C(NC1CCCCC1)C(c1ccccc1)N(C(=O)Cc1ccsc1)c1ccccc1 (centres undefined)	-0.1	3	8	2	101	-8	5	3	-3	-1
CN(CCNC(=O)CCNC(=O)Cn1ccc2ccccc2c1=O)Cc1ccccc1	0.3	0	-4	17	90	2	6	-3	1	-2
CCCCOc1ccccc1P(=O)(O)CP(=O)(c1ccccc1)c1ccccc1	-1.9	-3	-33	7	100	nt	0	-2	-2	-2
O=C(NC(Cc1ccccc1)c1ccc2c(c1)OCCCO2)c1ccccc1F (centres undefined)	1.4	-1	-2	12	101	-8	4	-4	-5	0
O=C(Nc1cscc1S(=O)(=O)c1ccc(Cl)cc1)c1ccccc1Cl	-0.6	-2	4	3	104	-4	5	2	-4	1
Nc1nnc(SCC(=O)Nc2cccc(S(=O)(=O)N3CCOCC3)c2)s1	-4.3	1	-5	-5	98	-7	-1	-8	5	8
COC(=O)COc1ccc(C(c2c(C)[nH][nH]c2=O)c2c(C)[nH][nH]c2=O)cc1	1.3	2	-2	-1	103	-9	8	-10	-5	-11
CCC1(CC)C(=O)N(c2ccccc2)C(=N)N(c2ccccc2)C1=O	-1.0	1	1	2	102	-6	-3	1	1	2
O=C(OCCOCCN=C1NS(=O)(=O)c2ccccc21)C1CC(=O)N(c2ccccc2)C1 (centres undefined)	-1.7	1	-4	1	99	-6	4	-2	3	2
Cc1nc2ccccc2c(=O)n1NC(=O)/C=C/c1ccc(Br)cc1	0.9	0	3	15	102	-4	-1	6	2	-2
CCC1Oc2ccccc2N(CC(=O)NCCc2ccc(OC)c(OC)c2)C1=O (centres undefined)	-0.6	nt	1	1	101	-9	6	3	-5	-2
CCCOc1ccc(N/C=C/C(=O)c2cc(OC)c(OC)c(OC)c2)cc1	-0.4	1	-13	-4	103	-2	8	4	12	-1
CCOc1ccc(NC(=S)N2CCC(NC(=O)c3ccccc3C)CC2)cc1	-0.8	2	-21	-2	100	-2	-5	-17	-8	2

Full records as entered above. Order of values: MC4R ag barr | N-glyco inh | PDI turbidity | H9c2 protect | ABCB6 inh MLPCN | CaV13 FRET inh | MC4R antagonist | ABHD5 PLIN5 PPI | HTR2A ag | Granule exo inh
Shown for O=C(NC1CCCCC1)C(c1ccccc1)N(C(=O)Cc1ccsc1)c1ccccc1 (centres undefined) : -0.1 | 3 | 8 | 2 | 101 | -8 | 5 | 3 | -3 | -1
Shown for CCCCn1c(=O)nc2n(-c3ccccc3)c3ccccc3cc-2c1=O : -1.9 | 2 | 8 | 6 | 103 | 10 | 9 | 5 | 5 | 3
Shown for Nc1nnc(SCC(=O)Nc2cccc(S(=O)(=O)N3CCOCC3)c2)s1 : -4.3 | 1 | -5 | -5 | 98 | -7 | -1 | -8 | 5 | 8
Shown for O=C1COc2ccc(C(=O)COC(=O)c3ccccn3)cc2N1 : -2.3 | -1 | -4 | 5 | 99 | nt | 11 | 13 | -1 | -3
Shown for O=C1C=CC(=O)c2c(O)c(N3CCN(CCOCCO)CC3)c(Br)c(O)c21 : -5.2 | -21 | -31 | -14 | 404 | -3 | -21 | -2 | -4 | 62*

Next structures:
SMILES	MC4R ag barr	N-glyco inh	PDI turbidity	H9c2 protect	ABCB6 inh MLPCN	CaV13 FRET inh	MC4R antagonist	ABHD5 PLIN5 PPI	HTR2A ag	Granule exo inh
Cc1cc(Br)ccc1NC(=O)CN(C)C(=O)C1CCN(C(=O)c2ccc(F)cc2)CC1	0.9	2	-6	-2	98	-6	2	-1	0	0
Cn1cnc([N+](=O)[O-])c1Oc1ccccc1	1.0	4	-5	2	104	-3	17	5	2	-6
CCc1ccc(NC(=O)CSCCN2C(=O)c3ccccc3C2=O)cc1	-0.3	0	25	-11	99	-4	2	-2	-6	-12
CCN1CCN(c2ccc(S(=O)(=O)N3CCOCC3)cc2NC(=O)C2CCC(C(C)(C)C)CC2)CC1 (centres undefined)	-0.9	-2	3	7	99	-3	6	10	-4	6
COCCNC(=O)C(c1ccc(O)cc1)N(Cc1ccco1)C(=O)CCC(=O)Nc1ccccn1 (centres undefined)	-1.2	3	3	4	93	-3	7	-9	-6	-11
CCN(CC(=O)Nc1ccc(OC)cc1)C(=O)c1ccc2ccccc2c1	-0.7	-2	3	-2	101	-6	15	1	-1	12
O=C(Nc1ccc2cn[nH]c2c1)c1c(Cl)cccc1Cl	0.5	-1	0	-3	101	-5	2	1	2	0
COc1cccc(S(=O)(=O)Nc2ccc3c(c2)OCCO3)c1	-1.9	-1	3	-5	99	-6	11	-2	3	-6
COc1ccc(NS(=O)(=O)c2cccc(C(=O)OCC(=O)N3CCN(c4ccc(OC)cc4)CC3)c2)cc1	-0.1	-6	-1	-14	93	-6	7	-3	7	2
Cc1cc(C)c2c(N)c(C(=O)N/N=C/c3cccs3)sc2n1	7.6	-2	-5	-3	95	-8	15	4	-2	-3
CCNc1nc(NCC)n2c(SCC(=O)Nc3cccc(Cl)c3)nnc2n1	0.5	1	-4	-3	95	nt	7	14	1	3
CCOc1ccc(-c2noc(-c3csc([C@@H]4C[C@H](O)[C@@H](CO)O4)n3)n2)cc1	-2.4	4	-51	-2	95	-5	-8	5	-1	4
Cn1c(=O)c2cc(S(=O)(=O)NC(Cc3ccccc3)C(=O)NCc3ccco3)ccc2n(C)c1=O (centres undefined)	1.1	-2	2	11	102	-6	14	10	10	3
COc1ccccc1NS(=O)(=O)c1cccc(C(=O)N/N=C2\CC(=O)CC(C)(C)C2)c1	-2.5	2	-1	8	89	-20	0	1	-3	-3
C[C@H](CO)N1C[C@H](C)[C@@H](CN(C)S(=O)(=O)c2cn(C)cn2)Oc2ccc(NC(=O)C3CC3)cc2C1=O	2.8	2	-1	3	98	-4	2	6	2	0
Cn1cccc1Cc1nnc(SCC(=O)Nc2ccc3c(c2)OCCO3)n1CCc1ccccc1	0.7	11	nt	3	104	-2	7	7	4	3
COc1cccc(/C=C/C(=O)OCC(=O)c2ccc3c(c2)NC(=O)CO3)c1OC	-0.5	-1	-1	3	92	-1	8	3	-1	0
C=CCNC(=O)c1cc(-c2ccccc2O)on1	-0.4	2	nt	-10	103	-10	3	3	7	-2
CCC(C)NC(=O)CN(C1CCCCC1)S(=O)(=O)c1ccc(F)cc1 (centres undefined)	-1.4	0	-11	5	101	-7	-5	0	-1	1
CCCCN(C)CCCNC(=O)c1cccc(N2CCCC2=O)c1	2.3	1	-6	-3	93	-2	-6	4	-2	0
Cn1c(CSCc2ccccc2Cl)n[nH]c1=S	-1.6	0	1	-2	100	-3	1	-6	6	2
O=C(CN(CCc1ccccc1)C(=O)CNS(=O)(=O)c1ccccc1)NCC1CCCO1 (centres undefined)	-0.1	-1	?	9	96	nt	-8	15	-1	-4
O=C(CCN1CCN(c2ccc([N+](=O)[O-])cc2)CC1)c1ccc(Cl)cc1	-1.0	2	-4	-22	95	-2	12	13	11	84*
Cc1cccc(NC(=S)NN2CCN(C)CC2)c1	3.4	-1	-2	-1	109	nt	4	10	4	16
Cc1ccc(NCc2n[nH]c(=S)n2-c2ccccc2)cc1Cl	0.2	0	3	5	89	-3	22	-5	-4	5

3 compounds from above, limited to ABCB6 inh MLPCN:
| SMILES | ABCB6 inh MLPCN |
| --- | --- |
| Cn1c(=O)c2cc(S(=O)(=O)NC(Cc3ccccc3)C(=O)NCc3ccco3)ccc2n(C)c1=O (centres undefined) | 102 |
| COc1ccccc1NS(=O)(=O)c1cccc(C(=O)N/N=C2\CC(=O)CC(C)(C)C2)c1 | 89 |
| C[C@H](CO)N1C[C@H](C)[C@@H](CN(C)S(=O)(=O)c2cn(C)cn2)Oc2ccc(NC(=O)C3CC3)cc2C1=O | 98 |
